# Compound activity (PubChem BioAssay)
# Rv3671c protease – Rv3671c (M. tuberculosis) protease inhibition; P9WHR9; inhibition, % at 5.96 µM; 0.048% of 320,000 active; AID 2606; in the data active means inhibition above about 38%;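 further: extracellular domain of Rv3671c used as enzyme; 0% = enzyme with DMSO and 100% = no enzyme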
# MazEF act – activators of E. coli MazEF toxin-antitoxin RNase; P0AE70; FAM/BHQ RNA-DNA oligo cleavage fluorescence, 5 h; activation, % at 20 µM; 0.32% of 350,000 active; AID 504720; in the data active means activation above about 50%
# Target sequence (P0AE70 whole entry, looked up): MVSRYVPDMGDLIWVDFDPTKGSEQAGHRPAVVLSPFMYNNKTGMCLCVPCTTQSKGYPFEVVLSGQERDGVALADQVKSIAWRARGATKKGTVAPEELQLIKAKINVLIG
# DUSP3 inh – DUSP3 (human) phosphatase inhibition; P51452; 0.52% of 290,000 active; inhibition, % at 13.3 µM; recombinant VHR phosphatase, pNPP absorbance; in the data active means inhibition above about 50%; further: some compounds called inactive have numbers as strong as hits
# Target sequence (P51452 whole entry, looked up): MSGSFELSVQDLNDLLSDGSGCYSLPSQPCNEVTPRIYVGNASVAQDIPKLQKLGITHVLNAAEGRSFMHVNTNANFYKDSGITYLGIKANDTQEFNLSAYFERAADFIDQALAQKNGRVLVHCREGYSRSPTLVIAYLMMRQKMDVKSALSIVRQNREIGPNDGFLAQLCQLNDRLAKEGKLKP
# SARS 3CLpro inh – SARS-CoV 3CLpro protease inhibition; P0C6X7; recombinant SARS-CoV 3CLpro, quenched FRET peptide cleavage; inhibition, % at 6 µM; 0.14% of 290,000 active; in the data active means inhibition above about 12%
# Yp Topo-I inh – blocks Yersinia pestis topoisomerase I activity. Y. pestis Topo-I cleavage product accumulation, plate reader. activity, % at 10 µM. 0.064% of 360,000 active; in the data active means activity above about 50%, passing the limit was not always enough; inconclusive means no clear call, values can overlap the other calls; further: inactives centre near 2
# PfHsp40 yeast – rescue of PfHsp40-mediated yeast toxicity | S. cerevisiae expressing PfHsp40, growth rescue, ATP luminescence | growth rescue, % at 12.5 µM | 0.68% of 340,000 active; in the data active means growth rescue above about 28%, passing the limit was not always enough; inconclusive means no clear call, values can overlap the other calls;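 further: yeast W303a lacking pdr1 and pdr3 grown in galactose medium; growth measured after three days at 30 °C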
# TcdB inh – blocks C. difficile toxin B glycohydrolase activity | P18177 | TcdB glycohydrolase enzymatic assay, plate reader | inhibition, % at 9.99 µM | 0.24% of 350,000 active; in the data active means inhibition above about 10%
# Anthrax LF inh2 – inhibitors of Bacillus anthracis lethal factor protease; multiplex microsphere protease cleavage assay, LF; inhibition, % at 10 µM; 0.12% of 360,000 active; in the data active means inhibition above about 30%; inconclusive means no clear call, values can overlap the other calls; further: plate controls were buffer without enzyme for full effect and enzyme alone for no effect
# Target sequence (P15917 whole entry, looked up): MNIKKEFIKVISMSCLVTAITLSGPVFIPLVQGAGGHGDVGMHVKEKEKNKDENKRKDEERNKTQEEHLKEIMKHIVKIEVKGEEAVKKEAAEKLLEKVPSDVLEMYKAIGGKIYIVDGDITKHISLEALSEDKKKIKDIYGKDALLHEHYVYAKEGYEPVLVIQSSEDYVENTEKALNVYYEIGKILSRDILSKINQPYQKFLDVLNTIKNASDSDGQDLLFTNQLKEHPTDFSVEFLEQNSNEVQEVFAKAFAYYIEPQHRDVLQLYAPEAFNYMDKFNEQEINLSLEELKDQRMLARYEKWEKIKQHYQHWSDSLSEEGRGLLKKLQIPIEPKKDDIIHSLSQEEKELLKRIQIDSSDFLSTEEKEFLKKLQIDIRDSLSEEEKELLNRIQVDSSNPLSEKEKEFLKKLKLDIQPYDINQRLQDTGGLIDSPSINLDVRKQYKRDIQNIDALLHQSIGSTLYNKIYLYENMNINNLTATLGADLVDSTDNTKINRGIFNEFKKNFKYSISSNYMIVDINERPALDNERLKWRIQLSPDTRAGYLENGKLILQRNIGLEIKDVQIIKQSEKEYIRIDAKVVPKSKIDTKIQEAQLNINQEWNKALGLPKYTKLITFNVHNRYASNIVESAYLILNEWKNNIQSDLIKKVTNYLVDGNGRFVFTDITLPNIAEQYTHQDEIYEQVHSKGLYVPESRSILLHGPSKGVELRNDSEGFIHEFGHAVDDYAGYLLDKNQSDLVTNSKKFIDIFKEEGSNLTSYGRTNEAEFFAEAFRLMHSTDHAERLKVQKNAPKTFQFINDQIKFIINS
# Vc quorum ag – inducers of Vibrio cholerae quorum light production without autoinducers; 0.16% of 350,000 active; activation, % at 18.7 µM; V. cholerae BH1578 lux reporter, luminescence, 6 h; in the data active means activation mostly above about 9.7%, no sharp cut-off; inconclusive means no clear call, values can overlap the other calls; inactive means mostly below about 3.7%; further: not every result past the cut was called active; inactives centre near 0; reference of the scale not given here
# SSB-PriA inh – inhibitors of Klebsiella pneumoniae PriA binding to SSB C-terminal tail | AlphaScreen SSBct-PriA binding, biotinylated peptide | inhibition, % at 33 µM | 0.6% of 430,000 active | AID 1272365; in the data active means inhibition mostly above about 37%, no sharp cut-off; inactive means mostly below about 20%;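 further: plate controls were negative control peptide for no effect and reference peptide for full effect; strong numbers were not always called active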
# Active calls of the source: *; i = inactive; ? = inconclusive; nt = not tested or not shown; & = joins results of further samples. This is a subset. The share of hits here may be higher or lower than overall.
SMILES,Rv3671c protease,MazEF act,DUSP3 inh,SARS 3CLpro inh,Yp Topo-I inh,PfHsp40 yeast,TcdB inh,Anthrax LF inh2,Vc quorum ag,SSB-PriA inh
CC1CCCC(NC(=O)C2CCN(S(=O)(=O)N3CCCCCC3)CC2)C1C (stereo not drawn),5.8,3.6,-2.8,-1.2,8.7,-0.3,nt,-0.8,-0.2,4.0
Cc1ccc(O)c(-c2cc(C(=O)Nc3ccc(S(=O)(=O)Nc4nccc(C)n4)cc3)[nH]n2)c1,-30.0,1.4,15.0,6.0,1.8,-1.5,0.2,-2.6,-0.4,-1.3
CCOC(=O)c1ccccc1NC(=O)COC(=O)C1CC(=O)N(CCc2ccccc2)C1 (stereo not drawn),-0.9,-3.1,nt,nt,27.2,-1.5,-0.4,-7.3,i,-2.9
CCCn1nnnc1-c1cccc(Cl)c1,-4.2,1.4,28.7,-0.1,2.5,0.4,nt,1.5,-0.2,-12.6
COc1ccccc1CNS(=O)(=O)CCNC1CC1,nt,4.9,nt,nt,4.2,0.4,0.4,0.3,-0.4,-6.6
CCc1ccc(-c2cc(C)no2)cc1S(=O)(=O)N1CCN(c2ccccc2F)CC1,-5.1,2.8,-12.9,-0.5,9.6,0.5,1.0,1.7,2.1,-5.4
COc1ccccc1NC(=O)c1sc(Cl)nc1C,1.8,6.5,3.6,-6.8,5.6,-1.2,1.1,-1.5,i,-17.5
O=C1C2C3C=CC(C4CC34)C2C(=O)N1c1ccc2c(c1)OCO2 (stereo not drawn),4.9,-0.6,1.7,1.4,-6.7,-1.0,-0.4,6.2,-0.5,-4.4
Cc1nc2ccc(C(=O)N3CCN(c4ccccc4)CC3)cc2s1,2.3,-0.2,8.8,2.5,8.5,-0.8,nt,11.9,-0.5,-8.3
CCn1c(SCc2ccc(C(=O)Nc3nccs3)cc2)nnc1-c1ccc(NC(C)=O)cc1,-13.2,-9.1,42.0,-3.2,7.8,-0.7,nt,11.6,i,-11.9
c1cc2c(cc1CNc1ccc(N3CCOCC3)cc1)OCO2,-4.0,3.2,nt,nt,2.2,0.5,-3.2,-14.0,-0.5,47.8*
CC1C(=O)N2CCCc3cc(NC(=O)CC(C)(C)C)cc1c32 (stereo not drawn),-2.8,7.3,7.4,4.5,0.8,-0.1,-0.2,0.9,0.5,15.6
O=C(C1Cc2ccccc2CN1C(=O)c1ccccc1)N1CCN(c2ccccc2)CC1 (stereo not drawn),-7.8,-19.7,9.5,2.2,10.7,1.2,0.1,-5.3,-0.3,0.4
CCC(C(=O)OCC(=O)Nc1ccc(Cl)c(S(=O)(=O)N(C)C)c1)c1ccccc1 (stereo not drawn),-11.6,-8.2,-1.0,-4.9,18.3,2.4,-1.9,-0.2,-0.3,-11.8
CCOC(=O)c1cnn(-c2nc(-c3ccc(F)cc3)cs2)c1C(F)(F)F,-15.8,-4.7,28.7,-1.2,2.0,-0.3,nt,-9.7,-0.3,-86.9
Cn1c(C(=O)N2CCC(C(=O)N3CCOCC3)CC2)cc2sccc21,1.2,-6.2,53.3*,6.2,0.8,0.2,1.0,0.8,-0.6,-7.9
C/C(=N\NC(=O)CCc1ccccc1)c1ccc(Br)cc1,3.6,4.4,18.1,-0.4,31.8,0.7,-0.2,-6.2,-0.2,nt
O=C(CSc1nnnn1-c1ccc(O)cc1)Nc1ccc(N2CCOCC2)c(Cl)c1,-7.0,0.1,6.5,-4.5,-11.1,-0.1,nt,0.3,-0.4,-4.9
Cc1cccc(NC(=S)NCc2cccn2C)c1,-0.2,-3.0,11.6,-2.0,-1.4,0.5,nt,1.4,-0.3,18.3
COc1ccccc1NC(=O)C(=O)NCC(c1ccco1)N1CCc2ccccc21 (stereo not drawn),-7.7,-13.0,nt,nt,-1.3,2.1,1.9,4.5,-1.5,9.0

# Fetched one by one from the list above:
SMILES,Rv3671c protease,MazEF act,DUSP3 inh,SARS 3CLpro inh,Yp Topo-I inh,PfHsp40 yeast,TcdB inh,Anthrax LF inh2,Vc quorum ag,SSB-PriA inh
CC1C(=O)N2CCCc3cc(NC(=O)CC(C)(C)C)cc1c32 (stereo not drawn),-2.8,7.3,7.4,4.5,0.8,-0.1,-0.2,0.9,0.5,15.6
Cc1ccc(O)c(-c2cc(C(=O)Nc3ccc(S(=O)(=O)Nc4nccc(C)n4)cc3)[nH]n2)c1,-30.0,1.4,15.0,6.0,1.8,-1.5,0.2,-2.6,-0.4,-1.3
COc1ccccc1NC(=O)c1sc(Cl)nc1C,1.8,6.5,3.6,-6.8,5.6,-1.2,1.1,-1.5,i,-17.5
c1cc2c(cc1CNc1ccc(N3CCOCC3)cc1)OCO2,-4.0,3.2,nt,nt,2.2,0.5,-3.2,-14.0,-0.5,47.8*

# Next section:
SMILES,Rv3671c protease,MazEF act,DUSP3 inh,SARS 3CLpro inh,Yp Topo-I inh,PfHsp40 yeast,TcdB inh,Anthrax LF inh2,Vc quorum ag,SSB-PriA inh
Cc1ccc(C(=O)Nn2cnnc2)cc1[N+](=O)[O-],-3.5,0.5,nt,3.0,2.3,-0.4,-0.1,0.2,-5.3,-1.6
O=C1CSC(=S)N1/N=C/c1cc(Br)c(O)c(Br)c1,-124.2,-302.8,27.4,-16.2,-28.1,1.2,nt,-1.7,-0.4,nt
COc1ccc(C(=O)C2CCCN(Cc3ccon3)C2)cc1OC (stereo not drawn),6.0,-14.5,7.8,-0.4,-0.8,-0.7,0.8,-2.0,-1.8,9.2
CCN(CC)CCNC(=O)c1ccc(NC(=O)c2cc(-c3ccncc3)nc3ccccc23)cc1,-6.2,11.0,nt,nt,-1.7,0.9,1.5,-4.8,i,8.9
O=C(O)c1nn(-c2ccc(Cl)cc2)ccc1=O,3.0,2.8,-7.5,3.7,-10.2,-0.3,nt,-4.7,-0.4,-4.0&-10.3
CC(=O)c1cccc(NC(=O)CN(c2ccccc2)S(C)(=O)=O)c1,1.6,4.2,35.9,2.8,-7.1,-1.8,nt,0.6,-0.5,0.0
Nc1cc(-c2ccc(Cl)cc2)nn1S(=O)(=O)c1ccccc1,-6.1,-8.9,8.2,2.4,-8.6,-0.5,1.9,-8.9,-0.2,26.8
O=C(CSC1=Nc2ccccc2C2CC=NN12)Nc1ccc(F)cc1Cl (stereo not drawn),-9.5,-2.7,-12.9,2.9,5.3,-2.1,0.9,2.7,i,-11.2
O=C(NCC(=O)N1CCCCC1)c1ccc(Br)o1,1.5,14.7,-3.0,-0.6,4.9,0.9,0.7,-5.4,2.9,-7.1
O=C(Cn1c(=O)c2cccn2c2ccccc21)Nc1ccc(F)cc1F,-12.4,11.2,-11.5,-2.1,-13.2,-0.1,2.0,?,i,-0.2
O=C(NCc1ccccc1)C1=C[C@@H](c2ccc(Br)cc2)C[C@@H](OCCCCO)O1,-1.5,0.1,-6.2,0.6,15.2,1.3,1.7&0.5,-3.0,-0.6,15.9
Cc1ccc(OC(=O)C2c3ccccc3Oc3ccccc32)cc1C,-2.6,-22.7,-7.2,-0.3,8.8,-0.1,-0.4,0.6,-0.2,-23.0
Cc1nn(-c2ccccc2)c2[nH]c(=O)cc(C(F)(F)F)c12,-2.4,4.2,11.8,1.5,4.9,1.1,-7.4,2.0,-0.3,-1.4
NS(=O)(=O)c1ccc(CCNS(=O)(=O)c2ccc(Cl)cc2)cc1,1.1,0.4,10.4,-2.2,-0.2,-1.1,-0.3,-14.6,-0.4,0.4
CCN(CCNC(=O)CC1Oc2ccccc2NC1=O)c1ccccc1 (stereo not drawn),2.0,3.1,-16.1,-0.5,-5.0,1.4,-0.7,-0.1,-0.5,-2.4
Cc1ccccc1C(=O)NC(Oc1ccccc1)C(Cl)(Cl)Cl (stereo not drawn),-3.1,-3.0,-2.7,-4.4,1.8,-0.4,nt,-2.5,-0.4,-21.2
C=CCN1C(c2ccccc2)=CS/C1=C(/C#N)c1nnc(N2CCOCC2)n1-c1ccccc1,8.2,-1.4,-0.5,2.4,-10.9,1.4,0.9,-1.6,-0.2,-6.2
CC(=O)c1cccc(NC(=O)C2CC(=O)N(Cc3ccccc3)C2)c1 (stereo not drawn),-5.5,6.3,28.3,3.9,8.9,0.1,nt,-0.1,i,-8.5
NCCc1c[nH]c2ccccc12,-13.7,10.3,17.9,2.8,-12.8,0.2,0.5,-7.8,-0.3,4.0
C=CCN(C#N)c1nc(OC)nc(N2CCCC2)n1,-2.0,6.7,7.6,-6.0,-6.5,-1.8,nt,-5.3,i,-3.2
CCn1cc([N+](=O)[O-])c(C(=O)NCc2ccc(Cl)cc2)n1,-5.9,-3.1,24.5,4.1,-6.4,0.2,1.7,2.1,-0.2,-0.2
CCn1nnc2cc(C(=O)O)ccc21,-0.4,1.8,-2.5,-1.3,3.2,2.3,2.7,4.8,i,-12.4
CCn1c(SCC(=O)N2CCCCC2)nc(O)cc1=O,1.0,-2.3,10.6,3.8,-0.6,21.0,nt,1.3,i,-1.5
Cc1occc1C(=O)NN=C1C2CC3CC(C2)CC1C3,-6.2,2.7,49.3,0.9,0.7,0.2,nt,nt,-0.3,-15.8
CCCCCCCCNCCS(=O)(=O)NN1CCOCC1,nt,0.9,nt,nt,-4.3,-0.6,-12.3,-4.9,i,2.8
O=C(Nc1cccc(Cl)c1)c1nc[nH]c1C(=O)NCCCCNC(=O)c1[nH]cnc1C(=O)Nc1cccc(Cl)c1,0.0,-43.8,nt,nt,-8.7,-1.7,0.5,-2.0,i,-11.4
CCOCCCn1c(=S)[nH]c2cc(C(=O)N3CCN(C4CCCCC4)CC3)ccc2c1=O,-2.3,1.2,10.4,-2.3,14.4,0.1,-0.5,0.3,-0.3,-11.1
Clc1ccc2c(NNc3ccccc3Cl)ccnc2c1,-1.7,4.4,22.1,-0.2,-5.1,0.4,nt,4.9,-0.1,29.6
CCOC(=O)c1ccc(CC2S/C(=C(\C#N)C(C)=O)NC2=O)cc1 (stereo not drawn),6.2,15.6,34.6,6.2,2.9,0.0,nt,1.3,i,-3.9
O=C(Nc1cccc(-c2nc3ccccc3[nH]2)c1)c1ccco1,-47.0,5.1,21.3,-5.0,-6.8,1.8,nt,-7.7,i,-6.9
COc1ccc(CNC(=O)C/C(C)=N/NC(=O)c2ccc(OC)cc2OC)cc1,4.7,-30.3,22.4,5.6,-1.8,-1.8,0.4,-18.4,i,nt
COC(=O)c1cc(NC(=O)CN2C(=O)C(=O)N(C3CCCC3)C2=O)cc(C(=O)OC)c1,-4.8,4.4,nt,nt,-4.4,-0.3,0.3,-3.2,2.6,2.6
O=C(c1cccc(Br)c1)N1CCN(S(=O)(=O)N2CCOCC2)CC1,11.3,4.7,15.1,5.1,19.6,-0.6,-0.1,-6.2,-0.7,-7.8
Cc1ccc(C)c(N2CCN(C(=O)C3CCN(c4nc(C)cc(C)n4)CC3)CC2)c1,4.8,-7.1,6.7,-1.6,25.7,-0.1,nt,-3.8,-1.0,11.9
COc1cccc(-c2c(C#N)c(SC)nc3cc(C)nn23)c1,0.2,1.2,12.0,-2.2,-2.5,0.6,1.8,-11.5,-0.4,-12.8
O=C(Nc1ccon1)Nc1ccc(F)cc1F,-3.1,3.3,14.4,-0.9,4.2,0.3,0.4,-1.2,i,10.2
COc1ccc(/C=C2\SC(=S)N(CCC(=O)Nc3ccccc3C(=O)O)C2=O)cc1,-8.5,1.9,10.0,3.1,7.4,-0.8,0.9,6.5,i,-2.8
Cc1cc(C)n(-c2cc(Oc3ccccc3)ncn2)n1,-7.4,-3.1,24.3,-4.0,0.9,1.4,nt,-0.6,-1.6,-4.3
COc1ccc(C2CCN(CC(=O)N(C)C)CC2O)cc1 (stereo not drawn),6.1,-13.3,24.5,1.7,-5.0,-0.9,0.7,-0.6,-0.2,-6.0
Cc1ccc(NC(=O)/C=C\C(=O)O)c([N+](=O)[O-])c1,-5.4,-2.3,8.4,-0.3,5.5,0.0,nt,0.9,-0.1,4.0
Cc1c(Cl)cccc1NC(=S)N1CCOCC1,1.1,5.6,-2.7,-2.2,-0.8,0.6,0.5,0.1,0.8,-10.7
